Assay outcomes as filed in PubChem.
TRb SRC2 PPI: qHTS for Inhibitors of the Interaction of Thyroid Hormone Receptor and Steroid Receptor Coregulator 2; 0.065% of 280,000 active; TRbeta-SRC2 peptide binding, fluorescence polarization; receptor liganded with 1 µM T3; Potency, µM (doses to about 106 µM), inactives show top-dose activity change, negative = inhibition, usual class: inhibitors;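 further: plate controls were bound peptide for no effect and peptide without receptor for full effect; nearly all actives have a fitted effect of over 50% in size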
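TRb LBD 0.6 uM + Texas Red SRC2 peptide 20 nM, 1 uM T3, Tris buffer w/ 5% DMSO; compound pinned, 5 h RT; FP read ex 555/em 632; normalized to unbound and bound controls.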
HTT ATP protect: qHTS Multiplex Assay to Identify Dual Action Probes in a Cell Model of Huntington: Cytoprotection (ATP) | Potency, µM (doses to about 56.4 µM), inactives show cytoprotection (ATP increase), usual class: activators | PC12 HTT-Q103 induced, cytoprotection, ATP luminescence, 40 h | AID 1471, 2008 | 0.14% of 230,000 active;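 further: % of control where 0% means no effect; nearly all actives have a fitted effect of over 45% in size; toxic huntingtin expression switched on by the ecdysone agonist tebufenozide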
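Stable PC12 Q103-GFP cells in serum-supplemented, phenol red-free DMEM; induction by tebufenozide at 100 nM final; compound dose series; cell viability quantified luminescently from ATP.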
Tau FP inhib: qHTS for Inhibitors of Tau Fibril Formation, Fluorescence Polarization; Microtubule-associated protein tau (Homo sapiens), P10636; K18 P301L tau heparin fibrillization, Alexa594 FP, 6 h; Potency, µM (top dose mostly 57.7 µM), without a hit: top-dose activity, negative = inhibition, hits mostly inhibitors; 0.39% of 280,000 active; AID 1468, 2008; further: on the % scale 0 is the no-effect control and ±100 the full control effect; nearly all actives have a fitted effect of over 55% in size
Target sequence (P10636 561-689 P618L limits assumed): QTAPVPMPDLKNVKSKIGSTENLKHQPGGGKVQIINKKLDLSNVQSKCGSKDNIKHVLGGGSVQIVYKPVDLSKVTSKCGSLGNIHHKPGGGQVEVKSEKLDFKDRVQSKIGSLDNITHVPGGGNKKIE
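Recombinant K18 P301L […], labeled with Alexa 594 at 0.24 uM over 15 uM unlabeled; heparin inducer 20 uM final; 37 C, 6 hr; FP endpoint.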
Tau fluor counter: Counterscreen qHTS for Inhibitors of Tau Fibril Formation, Fluorescence Polarization. Potency, µM (highest dose often 57.7 µM), inactives show at the highest dose activity change, negative = decrease. 0.93% of 280,000 active. tau K18 P301L Alexa594 fluorescence, heparin fibrillization. AID 1463, 2008; further: on the % scale 0 is the no-effect control and ±100 the full control effect; nearly all actives have a fitted effect of over 55% in size
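Human K18 P301L tau (15 uM unlabeled plus 0.24 uM Alexa 594-labeled, final) in 100 mM sodium acetate pH 7 was mixed with compound and 20 uM heparin and incubated 6 hr at 37 C.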
Tau ThT inhib: qHTS for Inhibitors of Tau Fibril Formation, Thioflavin T Binding; 2.1% of 270,000 active; Potency, µM (titrated, usually from 57.4 µM), without a hit: at the highest dose activity, negative = inhibition, hits mostly inhibitors; recombinant tau K18 P301L, heparin-induced fibrillization, ThT fluorescence; Microtubule-associated protein tau (Homo sapiens), P10636; further: on the % scale 0 is the no-effect control and ±100 the full control effect; nearly all actives have a fitted effect of over 55% in size
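Using a mix of unlabeled (15 uM) and Alexa 594-labeled (0.24 uM) tau K18 P301L, heparin-triggered fibrillization over 6 hr at 37 C was scored by ThT fluorescence.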
L3MBTL1 block: qHTS Assay for the Inhibitors of L3MBTL1; Lethal(3)malignant brain tumor-like protein 1 (Homo sapiens), Q9Y468; AlphaScreen L3MBTL1–H3K9me1 peptide binding; Potency, µM (titrated, usually from 57.1 µM), inactives show at the highest dose activity, negative = inhibition, hits mostly inhibitors; 0.66% of 230,000 active; AID 485360, 2010; further: on the % scale 0 is the no-effect control and ±100 the full control effect; nearly all actives have a fitted effect of over 60% in size
Target sequence (Q9Y468 whole entry, looked up): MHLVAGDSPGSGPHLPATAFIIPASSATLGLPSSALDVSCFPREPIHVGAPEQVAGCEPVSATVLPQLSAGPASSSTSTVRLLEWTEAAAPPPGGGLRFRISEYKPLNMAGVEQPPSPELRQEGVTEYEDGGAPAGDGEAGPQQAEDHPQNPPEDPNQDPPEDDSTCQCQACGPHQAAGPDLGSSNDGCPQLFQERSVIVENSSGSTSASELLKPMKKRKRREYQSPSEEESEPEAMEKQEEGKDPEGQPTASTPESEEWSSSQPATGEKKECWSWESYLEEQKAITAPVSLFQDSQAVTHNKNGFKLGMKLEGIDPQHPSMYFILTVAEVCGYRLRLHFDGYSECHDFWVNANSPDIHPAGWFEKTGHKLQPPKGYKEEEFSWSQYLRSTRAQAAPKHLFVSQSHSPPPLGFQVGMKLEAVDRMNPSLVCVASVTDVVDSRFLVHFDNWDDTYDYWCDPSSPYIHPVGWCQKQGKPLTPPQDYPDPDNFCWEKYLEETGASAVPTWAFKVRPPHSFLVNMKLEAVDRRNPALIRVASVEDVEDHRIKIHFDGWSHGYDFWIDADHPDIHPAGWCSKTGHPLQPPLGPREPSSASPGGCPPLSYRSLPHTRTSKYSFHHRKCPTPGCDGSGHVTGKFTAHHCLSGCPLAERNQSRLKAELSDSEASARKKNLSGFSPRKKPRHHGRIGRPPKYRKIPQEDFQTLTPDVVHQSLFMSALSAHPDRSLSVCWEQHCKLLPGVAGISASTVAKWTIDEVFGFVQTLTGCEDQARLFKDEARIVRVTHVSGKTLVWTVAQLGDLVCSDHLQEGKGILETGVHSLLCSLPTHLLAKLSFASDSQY
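L3MBTL1 (50 nM) pre-complexed 30 min with biotinylated H3(1-15)K9me1 peptide (75 nM), then compounds added for 30 min at room temperature; AlphaScreen streptavidin donor/nickel chelate acceptor beads (10 ug/mL final) read after 30 min dark incubation.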
TR SRC2 fluor cs: Total Fluorescence Counterscreen for Inhibitors of the Interaction of Thyroid Hormone Receptor and Steroid Receptor Coregulator 2 | TRb/SRC2 Texas Red total fluorescence interference | Potency, µM (series often up to 106 µM), inactives show at the highest dose fluorescence change, negative = quenching | 0.29% of 280,000 active; active means well fitted curve in either direction with a large enough effect; inconclusive means small, poorly fitted or top-dose-only effect; further: on the % scale 0 is the no-effect control and ±100 the full control effect
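Flags fluorescent or light-absorbing compounds by total fluorescence, S + 2P, at 555 nm excitation and 632 nm emission. Mixture: 20 nM Texas Red SRC2 peptide, 0.6 uM human TRb LBD, 1 uM T3, 5% DMSO; compound exposure 5 h at ambient temperature.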
RECQ1 helicase: qHTS Assay for Inhibitors of RecQ-Like Dna Helicase 1 (RECQ1); ATP-dependent DNA helicase Q1 (Homo sapiens), P46063; RECQ1 DNA unwinding, red fluorescence kinetic read; Potency, µM (highest dose often 57.3 µM), for inactives: at the highest dose activity, negative = inhibition, most hits filed as inhibitors; 0.54% of 240,000 active; AID 2549, 2010;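 further: plate controls were vehicle for no effect and no enzyme for full effect; nearly all actives have a fitted effect of over 30% in size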
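50 nM RECQ1T1 preincubated 15 min with compound in Tris pH 8.0 buffer with MgCl2, DTT, Tween-20 and 2.5 ug/ml poly(dI-dC); started with 200 nM TAMRA/BHQ-2 forked duplex and 2 mM ATP. Unwinding read as fluorescence (525/598 nm), two reads 2 h apart.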
Active calls of the source: *; i = inactive; ? = inconclusive; . = not tested or not shown; [ ] = remark or other dose. Unless noted, the call rests on the fitted dose curve; in most records, active means well fitted curve in the direction sought with a large enough effect; inconclusive means small, poorly fitted or top-dose-only effect, or another doubt; inactive means no such curve, though single readings can be large; an effect the other way counts as inactive or inconclusive. Potency means the concentration at half of the fitted maximal effect. The list is partial. The share of hits here may be higher or lower than overall.

Molecule | TR SRC2 fluor cs | HTT ATP protect | L3MBTL1 block | RECQ1 helicase | Tau FP inhib | TRb SRC2 PPI | Tau fluor counter | Tau ThT inhib
Cc1cc(O)c(C(C)C)cc1NC(=O)c1ccc(Cl)cc1 | -0.6% | -13.0% | -0.1% | i | -5.3% | 10.0% | -22.8% | -10.4%
CCOc1ccccc1NC(=O)C(CC)Sc1nc2ncccc2[nH]1 (configuration not stated) | -0.7% | . | . | . | -3.9% | 6.5% | -20.3% | -7.7%
CC(=O)N1c2ccccc2C(=O)C1N1CCN(c2ccccc2)CC1 (configuration not stated) | 0.2% | . | . | . | 2.8% | 2.1% | -9.9% | 3.1%
O=C(CCS(=O)(=O)c1cc2c3c(c1)CCN3C(=O)CC2)NCc1ccc(Cl)cc1 | 0.7% | . | . | . | -8.6% | -3.5% | -0.5% | 2.5%
Cc1c(N=Nc2c(-c3ccc([N+](=O)[O-])cc3)[nH]n(C(N)=S)c2=O)cccc1[N+](=O)[O-] | -3.1% | . | -5.9% | i | ? | -6.7% | ? | 8.91µM*
CCn1cnc2sc(C(=O)O)c(C)c2c1=O | -1.0% | 7.0% | 3.5%[11.4 µM] | i | 0.7% | 2.9% | 5.5% | 5.3%
CC(NC(=O)CN1CCN(Cc2ccc(Cl)cc2)C1=O)c1ccc2c(c1)OCCO2 (configuration not stated) | -1.7% | 2.7% | 1.1% | -2.2% | 1.2% | 5.5% | -7.4% | -2.8%
CCCCOc1ccc(C(=O)Nc2cccc(-c3nc4cccnc4s3)c2)cc1 | -0.7% | . | . | . | -5.7% | -1.8% | -3.1% | 9.3%
O=C(Nc1ccc2c(c1)CCC2)c1cccs1 | -5.2% | 7.1%[10 µM] | 3.3% | 10.2% | 0.6% | -7.9% | -17.5% | ?
CCN(CC)S(=O)(=O)c1ccc2oc(SCC3CN=C(c4ccc(OC)cc4)S3)nc2c1 (configuration not stated) | 0.0% | -72.9%[inhibitor] | -4.3% | i | -5.5% | 4.6% | -23.7% | ?
CCOC(=O)c1cccc(NC(=O)CCC(=O)N2CC(C)Oc3ccc(C)cc32)c1 (configuration not stated) | -2.0% | . | . | . | -18.3% | -2.5% | -0.3% | -6.9%
COC(=O)c1ccc(NC(=O)CSc2nc(=O)cc(N)n2-c2ccccc2)cc1 | -0.2% | 35.8% | 5.0% | i | 3.9% | -9.3% | 14.5% | 5.5%
O=C(COC(=O)CCNS(=O)(=O)c1ccc(Cl)cc1)NCc1ccco1 | -2.8% | -33.8% | 0.2% | 3.7% | 0.4% | 3.0% | 1.0% | -1.3%
CCCCCCCCCC[n+]1cccc2c3ccccc3ccc21 | -0.5% | -160.5%[inhibitor] | . | 1.4% | -10.0% | 3.3% | 0.3% | -14.3%
Cc1cc(OCCN2CCCCCC2)ccc1[N+](=O)[O-] | 1.8% | -1.2%[10 µM] | 5.1% | -8.8% | -0.3% | -0.8% | 0.5% | 5.4%
COc1ccc(C(=O)Nc2ccccc2C(=O)N/N=C/c2cccc3ccccc23)cc1 | -1.0% | -94.8%[inhibitor] | -3.2% | -12.6% | ? | -2.1% | ? | -6.9%
Cc1nc(-c2ccccc2)sc1-c1ccc(SCC(=O)Nc2cccc(C(F)(F)F)c2)nn1 | -0.9% | . | . | . | ? | 1.3% | -23.0% | -10.6%
CCN(CC)Cc1ccc(OC)c(Cl)c1 | 6.2% | 21.1%[10 µM] | 1.5% | -4.7% | 3.1% | -5.4% | -2.7% | 2.8%
Cc1ccc(C2NC(c3ccc(C)cc3)C([N+](=O)[O-])C(C)(C)C2[N+](=O)[O-])cc1 (configuration not stated) | 2.2% | -8.9%[10 µM] | -4.8% | -21.7% | -0.4% | -0.1% | -8.9% | -3.0%
Cc1ccc(NC(=O)CCC(=O)NCCO)cc1 | 0.0% | 15.6% | . | -15.1% | 7.1% | -1.1% | -2.1% | 0.1%
COc1cccc(N2C(=O)CSC23C(=O)N(CC(=O)Nc2cc(C)ccc2C)c2ccccc23)c1 (configuration not stated) | 4.0% | . | . | . | -4.5% | 3.9% | -29.7% | -16.6%
COc1cc(C(=S)N2CCCC2)cc(OC)c1OC | -3.2% | -34.5% | -4.8% | i | -3.3% | 4.7% | -4.4% | -2.0%
CCOC(=O)c1c(-c2ccccc2)csc1NC(=O)CSc1ccccc1 | -4.8% | 5.2%[10 µM] | 67.5%[activator] | -6.2% | 7.1% | -6.9% | -6.3% | -4.2%
Cc1ncc(CO)c(/C=N/NC(=O)c2ccccc2Br)c1O | -3.3% | 0.1%[10 µM] | -7.7% | -1.8% | 0.3% | 2.8% | -10.7% | -7.3%
CC(C)OC(=O)CC1C(=O)NCCN1C(=S)NC(=O)c1ccc(F)cc1 (configuration not stated) | -1.1% | 20.3% | 0.0% | -5.9% | 0.1% | -8.3% | -7.3% | ?
Cn1c(=NC(=O)CSCC(=O)N2CCCCC2)sc2ccccc21 | -1.9% | 7.0% | . | -0.2% | -0.4% | -8.8% | 1.2% | -12.2%
COc1ccc(C2NC(=O)N(C)C3=C2C(=O)N(c2ccc(F)cc2)C3)cc1 (configuration not stated) | -0.5% | . | . | . | 0.4% | -3.0% | -6.2% | -1.4%
CC1CCN(CC(=O)n2c3c(c4ccccc42)CCCC3)CC1 | -5.9% | 11.6% | . | -8.8% | -1.5% | -4.4% | -17.0% | ?
CC(=O)Nc1ccc(S(=O)(=O)Nc2nccc(/C=C/c3ccccc3F)n2)cc1 | 0.4% | 22.4%[10 µM] | -14.6% | i | 9.2% | 11.7% | -8.3% | -4.6%
CC(=O)NC(CCC(=O)O)C(=O)O (configuration not stated) | -1.8% | -23.4% | . | -6.5% | 0.7% | 2.2% | -3.6% | -3.5%
O=C(Nc1cc(-c2nc3cc(Cl)ccc3o2)ccc1Cl)c1ccco1 | -5.1% | . | . | . | -15.9% | 5.3% | -20.2% | -15.6%
O=C(NCC(c1ccco1)S(=O)(=O)c1cccs1)c1ccc(Cl)cc1 (configuration not stated) | 0.3% | . | . | . | -6.3% | 7.3% | -12.1% | -4.1%
COc1cccc(C(=O)CSc2nnc(CNS(=O)(=O)c3ccc(C)cc3)n2C)c1 | -1.5% | -8.5%[10 µM] | . | -10.6% | 6.1% | -4.3% | 0.5% | -4.2%
c1cncc(CNc2c3c(nc4nnnn24)CCCC3)c1 | 0.5% | -27.5%[10 µM] | 0.4% | -2.5% | -4.2% | -4.5% | 3.7% | -12.7%
CCCC1CCC(C(=O)Nn2c(C)nc3ccccc3c2=O)CC1 (configuration not stated) | -5.6% | 27.2%[10 µM] | 1.8% | -1.5% | 4.5% | -11.1% | -4.4% | -2.6%
O=C(CSc1nnc2sc3ccccc3n12)N1CCN(c2ccccc2)CC1 | 0.3% | -3.1%[0.074 µM] | -2.6% | -19.2% | 0.9% | 4.0% | -5.3% | ?
O=C1c2cccc3cccc(c23)C(=O)N1CC1CCN(S(=O)(=O)c2ccc(F)cc2)CC1 | 4.3% | 6.9%[10 µM] | -0.7% | -15.1% | -4.6% | -4.4% | -25.9% | -4.5%
COC(=O)c1cc2c(s1)-c1cc(F)ccc1OC2 | 0.2% | -11.9%[10 µM] | 22.2% | -9.6% | -4.2% | 1.0% | -11.1% | -5.5%
Cc1cc(C)cc(N(C(=O)Cn2nnc(-c3ccccc3)n2)C(C(=O)NC2CCCCC2)c2ccccn2)c1 (configuration not stated) | -1.0% | -5.3%[10 µM] | -2.1% | -8.9% | 6.5% | 7.0% | 13.8% | 0.4%
O=C(c1cc(-c2ccccc2)nc2ccccc12)N1CCCc2ccccc21 | 0.9% | 20.2%[10 µM] | -17.2% | ? | -7.6% | 3.3% | -25.5% | -20.4%
COC(=O)C1C(O)=C(C(C)=Nc2cccc3ccccc23)C(=O)CC1(C)C (configuration not stated) | 0.2% | -20.1%[10 µM] | -17.3% | -8.9% | 4.4% | 1.6% | -11.3% | -14.1%
O=S(=O)(c1ccc(F)cc1)n1ccc(-c2cccc(OCc3ccc(Cl)cc3Cl)c2)n1 | -0.2% | 0.7% | 11.5% | -6.0% | -8.7% | 6.6% | -1.0% | 11.5%
C/C=C/c1cc(CN2CCN(c3ccc(OC)cc3)CC2)c(O)c(OC)c1 | -4.9% | -18.7%[10 µM] | -28.1% | -10.5% | ? | -6.2% | ? | ?
COc1ccccc1CNC(=O)c1ccc(C)s1 | 0.4% | -2.2%[10 µM] | 0.7% | i | -1.1% | -2.0% | -2.1% | -2.9%

Pulled by compound from the entries so far:
Molecule | TR SRC2 fluor cs | HTT ATP protect | L3MBTL1 block | RECQ1 helicase | Tau FP inhib | TRb SRC2 PPI | Tau fluor counter | Tau ThT inhib
COC(=O)c1cc2c(s1)-c1cc(F)ccc1OC2 | 0.2% | -11.9%[10 µM] | 22.2% | -9.6% | -4.2% | 1.0% | -11.1% | -5.5%
c1cncc(CNc2c3c(nc4nnnn24)CCCC3)c1 | 0.5% | -27.5%[10 µM] | 0.4% | -2.5% | -4.2% | -4.5% | 3.7% | -12.7%
